# Bioassay records (PubChem)
# PLK1 PBD inh: inhibitors of human PLK1 polo-box domain binding; 360,000 tested, 2.8% active; AID 720504; Plk1 PBD binding of FITC phosphopeptide, fluorescence polarization; Potency, µM, without a hit: max response, negative = inhibition, most hits filed as inhibitors; P53350; further: potency means the concentration at half of the fitted maximal effect; series mostly up to about 57 µM; on the % scale 0 is the no-effect control and ±100 the full control effect; nearly all actives have a fitted effect of over 65% in size
# WRN helicase inh: WRN helicase (human) inhibition. AID 651768. Potency, µM (highest dose often 114 µM), for inactives: at the highest dose activity change, negative = inhibition, hits mostly inhibitors. Q14191. WRN helicase unwinding, fluorescent forked duplex, kinetic. 360,000 tested, 0.46% active; further: potency means the concentration at half of the fitted maximal effect; on the % scale 0 is the no-effect control and ±100 the full control effect; nearly all actives have a fitted effect of over 55% in size
# Target sequence (Q14191 whole entry, looked up): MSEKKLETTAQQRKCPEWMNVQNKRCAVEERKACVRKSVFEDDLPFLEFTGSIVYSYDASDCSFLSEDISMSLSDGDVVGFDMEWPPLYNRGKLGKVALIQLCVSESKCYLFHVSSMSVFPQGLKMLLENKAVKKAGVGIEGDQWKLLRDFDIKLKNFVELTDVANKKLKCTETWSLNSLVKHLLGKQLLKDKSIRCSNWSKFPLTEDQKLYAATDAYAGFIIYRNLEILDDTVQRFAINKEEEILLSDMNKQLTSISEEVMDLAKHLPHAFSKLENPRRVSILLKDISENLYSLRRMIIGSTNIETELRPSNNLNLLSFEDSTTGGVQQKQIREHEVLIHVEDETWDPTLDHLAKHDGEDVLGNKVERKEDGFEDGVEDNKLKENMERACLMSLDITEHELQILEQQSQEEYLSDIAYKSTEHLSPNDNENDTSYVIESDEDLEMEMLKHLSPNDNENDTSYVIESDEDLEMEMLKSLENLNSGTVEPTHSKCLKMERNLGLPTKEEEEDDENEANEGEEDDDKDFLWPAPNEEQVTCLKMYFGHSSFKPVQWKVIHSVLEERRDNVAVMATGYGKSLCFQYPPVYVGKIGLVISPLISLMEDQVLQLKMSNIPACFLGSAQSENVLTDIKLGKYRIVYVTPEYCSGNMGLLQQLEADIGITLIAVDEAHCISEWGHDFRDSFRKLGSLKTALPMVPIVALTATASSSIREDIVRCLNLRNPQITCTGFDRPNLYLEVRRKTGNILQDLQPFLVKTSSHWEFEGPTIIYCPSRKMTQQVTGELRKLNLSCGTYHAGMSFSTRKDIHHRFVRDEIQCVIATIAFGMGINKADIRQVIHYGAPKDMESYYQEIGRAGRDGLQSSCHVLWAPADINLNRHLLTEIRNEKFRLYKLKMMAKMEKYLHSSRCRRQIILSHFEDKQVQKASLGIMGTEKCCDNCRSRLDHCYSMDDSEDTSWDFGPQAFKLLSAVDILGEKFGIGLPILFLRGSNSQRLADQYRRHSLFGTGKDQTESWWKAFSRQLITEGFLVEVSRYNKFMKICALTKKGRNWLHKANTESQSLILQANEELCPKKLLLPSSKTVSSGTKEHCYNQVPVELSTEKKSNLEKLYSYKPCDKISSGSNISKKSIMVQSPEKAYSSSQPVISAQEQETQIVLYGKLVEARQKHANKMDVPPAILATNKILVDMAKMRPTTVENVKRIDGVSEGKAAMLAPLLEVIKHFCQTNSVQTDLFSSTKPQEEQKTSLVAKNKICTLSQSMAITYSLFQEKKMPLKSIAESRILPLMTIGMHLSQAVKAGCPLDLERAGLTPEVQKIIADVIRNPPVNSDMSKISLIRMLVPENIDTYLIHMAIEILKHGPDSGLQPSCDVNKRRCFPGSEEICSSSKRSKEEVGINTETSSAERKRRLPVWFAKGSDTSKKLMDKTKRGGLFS
#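 Kinetic red-fluorescence monitoring (525/598 nm) tracks WRN helicase activity after 100 nM fluorophore-quencher forked duplex and 2 mM ATP are added to 20 nM enzyme pretreated 15 min at room temperature with compound.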
# FUS yeast rescue: FUS proteinopathy suppression in yeast; S. cerevisiae FUS-expressing, growth rescue, OD600, 24 h; 390,000 tested, 0.24% active; AID 1347120; Potency, µM (series often up to 76.6 µM), inactives show at the highest dose growth rescue (activation), most hits filed as activators;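 further: potency means the concentration at half of the fitted maximal effect; plate controls were DMSO vehicle for no effect and reference control for full effect; nearly all actives have a fitted effect of over 55% in size; some results filed as inactive show a strong effect at the top dose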
#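 Galactose (2%) drives FUS expression in yeast precultured in raffinose; seeding density OD 0.005. Test compounds incubated 24hr at 30C and 99% humidity before absorbance at 600 nm was measured.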
# IL2 activator: activators of IL-2 | IL-2 activation reporter assay, cell-based qHTS; stimulated with anti-CD3/CD4/CD28 beads; in transgenic mouse T cells | activation, % (series mostly up to about 46 µM) | 360,000 tested, 0.065% active | AID 652025; in the data active means activation above about 50%; inconclusive means mostly about 30% to 49%; further: 0% is about no effect
#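 Unstimulated transgenic mouse T cells; 60-min compound exposure; bead-based TCR/CD4/CD28 stimulation; 18 h culture, 37 degrees C; dual fluorescence (EGFP, DsRed) plate cytometry.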
# Abeta yeast res: restores growth of yeast expressing A-beta42 peptide | yeast expressing A-beta42, growth rescue, OD600, 48 h; response scale: 0% DMSO, 100% iron-clioquinol control | Potency, µM (series often up to 46.1 µM), for inactives: top-dose growth rescue, usual class: activators | 410,000 tested, 0.063% active | AID 1347071; further: potency means the concentration at half of the fitted maximal effect; nearly all actives have a fitted effect of over 55% in size
#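 Yeast growth medium received pinned compounds, then yeast cells expressing toxic A-beta were added; plates incubated at 30 C for 48 hr. Growth read as absorbance at 600 nm, normalized to DMSO and equimolar FeCl3 plus clioquinol controls.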
# EPAC1 antagonist: EPAC1 (human) antagonism | O95398 | EPAC1 GEF assay, Rap1b-BODIPY-GDP exchange fluorescence | Potency, µM (series often up to 115 µM), for the others: at the highest dose activity change, negative = inhibition, most hits filed as inhibitors | 360,000 tested, 0.14% active | AID 720709;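 further: potency means the concentration at half of the fitted maximal effect; plate controls were vehicle for no effect and positive control for full effect; nearly all actives have a fitted effect of over 50% in size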
# EPAC1 ag: activates human EPAC1 exchange factor | O95398 | AID 720707 | EPAC1 agonist qHTS, biochemical assay; response scale: 100% = response to 6.5 mM cAMP | 360,000 tested, 0.073% active | Potency, µM (series often up to 154 µM), without a hit: top-dose activation, most hits filed as activators; further: potency means the concentration at half of the fitted maximal effect; nearly all actives have a fitted effect of over 60% in size
#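 Read-out is the fluorescence drop as BODIPY-GDP leaves Rap1B (480 nm excitation, 540 nm emission), recorded every 5 minutes over 30 minutes. Reactions held 100 nM EPAC1, 250 nM Rap1B–BODIPY-GDP and 50 uM GDP, with 6.5 mM cAMP setting full activation.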
# PI5P4K alpha inh: inhibitors of human PI5P4K alpha; 330,000 tested, 1.2% active; P48426; PI5P4Kalpha enzyme, ADP-Glo luminescence, 60 min; stronger effect = lower value; max response, %; active means max response of -50% or lower; inconclusive means between -30% and -50%; inactive means -30% or higher; further: value at the top dose of about 77 µM; on the % scale 0 is the no-effect control and ±100 the full control effect
#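 Quantitative HTS of the MLSMR library against PI5P4Kalpha with substrate. ATP added last at 5 microM final; room temperature, 60 minutes. Remaining ATP depleted, ADP converted and read as luminescence.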
# * marks the source's active call; other numbers are inactive results; u = inconclusive; x = not tested or not shown; [ ] = remark or other dose. Unless noted, the call rests on the fitted dose curve; in most records, active means well fitted curve in the direction sought with a large enough effect; inconclusive means small, poorly fitted or top-dose-only effect, or another doubt; inactive means no such curve, though single readings can be large; an effect the other way counts as inactive or inconclusive.
SMILES,PLK1 PBD inh,WRN helicase inh,FUS yeast rescue,IL2 activator,Abeta yeast res,EPAC1 antagonist,EPAC1 ag,PI5P4K alpha inh
COc1ccc(NC(=O)N2CCC(c3nc(-c4cccs4)no3)CC2)cc1,2%,-10%,x,-0.4,-17%,-5%,-2%,14
O=C(N1CCCCC1)N1CCN(S(=O)(=O)c2cccc([N+](=O)[O-])c2)CC1,-4%,-2%,-12%,0.8,0%,-24%,2%,1
N#CCCn1cc(C(=O)Nc2ccc(C(=O)O)cc2)c(-c2cccc(Br)c2)n1,-6%,-28%,10%,-0.9,7%,-8%,4%,-6
CC(C)c1ccccc1NC(=O)C1CN(S(=O)(=O)c2ccccc2)CCN1S(=O)(=O)c1ccccc1 (stereo unspecified),4%,-2%,u,0.4,19%,-2%,7%,7
CCC1CCCCN1C(=O)COC(=O)c1ccc(S(=O)(=O)N2CCOCC2)cc1 (stereo unspecified),-2%,-2%,-8%,-0.7,19%,9%,1%,-3
CCOC(=O)C1CCN(c2c(C(=O)c3ccccc3)cnc3ccc(Cl)cc23)CC1,-9%,-23%,-7%,-2.6,-32%[inhibitor],-25%,5%,10
COc1cccc(N2CCN(CC(=O)Nc3ccc(-n4cnnn4)cc3)CC2)c1,-9%,-15%,6%,-1.1,-1%,3%,9%,4
NS(=O)(=O)c1ccc(-c2ccc(/C=N/NC(=O)c3ccccc3O)o2)cc1,-8%,-11%,-15%,0.1,-9%,-12%,0%,u
Cc1cc(NC(=O)c2cccs2)ncc1NC(=O)C(C)(C)C,-6%,3%,-2%,-0.1,-11%,24%,9%,-13
Cc1cc2oc(C(=O)Nc3ccc(S(=O)(=O)Nc4ncccn4)cc3)cc(=O)c2cc1Cl,-17%,-6%,-10%,-1.0,3%,-13%,-2%,1
CCC(=O)Nc1ccc(C(=O)n2nc(C)cc2C)cc1,-12%,-30%,-22%,0.4,-23%,2%,20%,1
C1CCN(c2nc3nonc3nc2N2CCCC2)C1,-1%,7%,14%,-2.5,9%,11%,2%,x
Cc1ccc2c(c1)c1c3n2CCN(C(=O)C2CC2)C3CCC1 (stereo unspecified),-3%,2%,-3%,-3.4,7%,-8%,5%,1
Cc1cccc(N(Cc2ccccc2)C(=O)c2cc(S(=O)(=O)N3CCOCC3)ccc2F)c1,3%,-5%,u,-4.9,-8%,11%,5%,11
COCC1CCN(C(=O)C2CCC(=O)N(C3CCCC3)C2)CC1 (stereo unspecified),-13%,-3%,-19%,-0.1,16%,21%,6%,-2
O=c1c2ccc(Cl)cc2[nH]c(=S)n1Cc1cccnc1,-5%,-10%,x,0.0,0%,-11%,-5%,11
O=C(c1cc(COc2ccc(F)cc2Cl)on1)N1CC2C[C@@H]3CC1C[C@H](C2)C3,-14%,-2%,1%,-0.7,2%,-30%,-1%,1
C[C@H](CO)N1C[C@H](C)[C@@H](CN(C)C)Oc2c(NC(=O)C3CC3)cccc2C1=O,-5%,0%,-5%,0.2,-10%,6%,-9%,0
COc1ccc(CNCC(=O)Nc2cc(OC)cc(OC)c2)cc1,-18%,0%[11.6 µM],-18%,-0.7,-21%,-24%,-1%,5
COc1cccc(C(C(=O)NC(C)(C)C)N(Cc2ccc(F)cc2)C(=O)CCC(=O)Nc2cc(C)on2)c1OC (stereo unspecified),5%,0%,30%,1.7,-5%,-9%,-16%,-3
O=C(COc1coc(CN2CCc3ccccc3C2)cc1=O)Nc1cccc(F)c1,-17%,u,12%,-0.3,-2%,1%,-10%,-11
O=C1CC2(CCCC2)C(=O)N1c1ccc(S(=O)(=O)NCC2CC2)cc1Cl,3%,2%,4%,-2.9,-9%,-11%,3%,3
O=C1Nc2ccc(S(=O)(=O)N3CCCCCC3)c3cccc1c23,-6%,-4%,-15%,0.9,-3%,-3%,-12%,-3
O=C(NCc1ccccc1Cl)c1csc(COCCO)n1,-5%,5%,-6%,-0.3,-15%,2%,3%,0
Nc1nc(SCC(=O)c2c(N)n(Cc3ccccc3)c(=O)[nH]c2=O)n[nH]1,-6%,-4%,14%,-2.1,-13%,-13%,3%,-1

# Of the compounds above, 2 have a tert-butyl group.
SMILES,PLK1 PBD inh,WRN helicase inh,FUS yeast rescue,IL2 activator,Abeta yeast res,EPAC1 antagonist,EPAC1 ag,PI5P4K alpha inh
Cc1cc(NC(=O)c2cccs2)ncc1NC(=O)C(C)(C)C,-6%,3%,-2%,-0.1,-11%,24%,9%,-13
COc1cccc(C(C(=O)NC(C)(C)C)N(Cc2ccc(F)cc2)C(=O)CCC(=O)Nc2cc(C)on2)c1OC (stereo unspecified),5%,0%,30%,1.7,-5%,-9%,-16%,-3

# The list continues:
SMILES,PLK1 PBD inh,WRN helicase inh,FUS yeast rescue,IL2 activator,Abeta yeast res,EPAC1 antagonist,EPAC1 ag,PI5P4K alpha inh
CCOc1cc(/C=N/NC(=O)NN(C)c2ncc(C(F)(F)F)cc2Cl)ccc1O,-11%,-2%,8%,1.5,-13%,-25%,-5%,3
Cn1c(NC(=O)c2ccc(F)cc2)c(-c2ccccn2)c(=O)c2ccccc21,-2%,1%,5%,-0.4,-4%,-7%,-7%,-4
CC(NC(=O)c1ccc(N(C)C)cc1)c1ccc(F)cc1 (stereo unspecified),-8%,-11%[57.1 µM],4%,-0.5,0%,-9%,-1%,0
COc1ccccc1C(=O)NNC(=O)c1cccc(Br)c1,-8%,9%,-4%,1.0,1%,-9%,19%,-2
Cc1ccnc(Nc2ccc(CCO)cc2)n1,-7%,-1%,-26%,-0.3,-16%,8%,14%,-4
CCCc1nnc(NC(=O)CCC(=O)N2CCN(Cc3cc(F)ccc3OC)CC2)s1,0%,-3%,-13%,0.4,1%,2%,4%,-4
CCc1ccc(OCC(=O)OCC(=O)c2c(N)n(C)c(=O)n(C)c2=O)cc1,-4%,-8%,20%,-0.5,-6%,2%,15%,6
Cc1nc(C(=O)NCc2ccccc2)sc1C1(C)CC(c2cccnc2)=NO1 (stereo unspecified),-4%,-4%,18%,-0.4,-2%,-22%,8%,6
COc1cc(C(=O)Nc2nnc(CC(=O)NCc3ccccc3)s2)cc(OC)c1OC,-16%,-5%,18%,-2.1,14%,12%,6%,-2
Cc1ccccc1N=Cc1cccc(O)c1O,-18%,11µM*,x,-0.5,-16%,-10%,2%,u
Cc1c(NC(=O)Nc2ccc(C(C)C)cc2)c(=O)n(-c2ccccc2)n1C,0%,14%,10%,2.9,5%,22%,-3%,-1
COc1ccc2[nH]c(=O)c(CN(CCN3CCCC3)C(=O)Nc3ccccc3Cl)cc2c1,-11%,4%,22%,0.4,8%,-8%,0%,-9
CCn1nnnc1NCc1cccn1C,-9%,-4%,47%,-1.7,-11%,14%,4%,-4
COc1ccc2[nH]c(=O)c(CN(C(C)=O)C3CCCCC3)cc2c1,-8%,-10%,-4%,0.6,-4%,-10%,0%,x
COc1cccc(OC)c1OCCCCn1cnc2ccccc2c1=O,u,2%,5%,-0.1,-16%,-3%,-18%,-6
CC1=C(C(=O)Nc2cccnc2)C(c2ccc3c(c2)OCO3)C2=C(CCCC2=O)N1 (stereo unspecified),-9%,-5%,24%,-2.6,-18%,6%,2%,0
N#Cc1ccccc1S(=O)(=O)N1CCN(CC(O)c2ccccc2)CC1 (stereo unspecified),2%,-19%,-2%,0.0,6%,-3%,15%,-10
Cc1ccc(NC(=O)c2ccc(N/N=C/c3cccc(O)c3)c([N+](=O)[O-])c2)cc1,-15%,-8%,7%,-17,22%,0%,-3%,4
CCN(CC)C(=O)C1=C(C)N(Cc2ccccc2)C(=O)C(CC(=O)NC(c2ccccc2)c2ccccc2)C1 (stereo unspecified),-8%,-1%,41%,-1.9,2%,-9%,2%,-6
CCCC(=O)Nc1ccccc1NC(=O)c1ccc2c(c1)OCO2,-2%,4%,-8%,0.2,-5%,13%,12%,-11
O=S(Cc1ccc(Br)cc1)Cc1nnc(SCc2c(Cl)cccc2Cl)n1-c1ccccc1 (stereo unspecified),0%,-15%,x,-0.2,42%,6%,7%,16
O=S(=O)(Oc1ccc(C(=S)N2CCOCC2)cc1)c1ccc(Cl)cc1,-9%,-19%,3%,0.4,-18%,-13%,10%,-4
CC1CN(C(=O)CSc2nnc(-c3cccs3)n2N)CC(C)O1 (stereo unspecified),2%,-2%,-4%,0.7,15%,-1%,-4%,-1
CCCCOc1ccc(OCCNC(=O)c2ccco2)cc1,1%,10%,16%,0.5,17%,-5%,2%,-5
C=CCNC(=O)c1ccc(-c2ccc([N+](=O)[O-])cc2)o1,u,-8%,26%,-4.1,-14%,-4%,-9%,-5
# (cont.)
SMILES,PLK1 PBD inh,WRN helicase inh,FUS yeast rescue,IL2 activator,Abeta yeast res,EPAC1 antagonist,EPAC1 ag,PI5P4K alpha inh
CC1(C)Cc2nc3oc4c(=O)n(CC(=O)Nc5ccc(Cl)cc5)cnc4c3cc2CO1,-3%,-2%,-2%,-4.2,20%,-7%,0%,-5
CC(C)NC(=O)CC1OC(=O)c2ccccc21 (stereo unspecified),0%,4%,-9%,-2.1,-3%,15%,-6%,2
COC(=O)Cn1c(CCS(=O)(=O)c2ccc(Cl)cc2)nc2ccccc21,2%,-6%,-23%,-1.5,-1%,-8%,2%,1
Cc1ccc(-c2cc(C(=O)O)c3ccccc3n2)c(C)c1,3%,1%,-9%,-0.3,-1%,6%,-4%,0
O=C(Oc1ccc(Br)cc1)C1CC(=O)N(c2ccc(F)cc2)C1 (stereo unspecified),-19%,-1%[57.1 µM],0%,-4.6,14%,3%,6%,x
CCCc1cc(=O)oc2cc(C)cc(OC(C)C(=O)NCC(O)c3ccccc3)c12 (stereo unspecified),9%,-8%,26%,0.1,7%,9%,4%,4
O=C(O)c1ccc(/C=N/NC(=O)c2cc(-c3cccs3)nc3ccccc23)cc1,-13%,-16%,-2%,0.6,18%,-15%,-1%,-10
O=C(Nc1cccc2ncccc12)c1ccc(-c2ccc(Cl)cc2Cl)o1,-2%,-15%,35%,2.0,-2%,-20%,7%,x
CC1CCCC(C)N1C(=O)CSc1nnc(-c2cccs2)o1 (stereo unspecified),-1%,-15%,2%,-1.7,-35%,7%,-5%,x
O=C(C[C@@H]1C[C@@H]2c3cc(NS(=O)(=O)c4ccc(F)cc4)ccc3O[C@@H]2[C@H](CO)O1)N1CCc2ccccc2C1,-17%,-4%,28%,-2.9,-5%,-8%,9%,-9
COc1ccc(-n2c(SCC(=O)Nc3ccccc3OC)nc(O)cc2=O)cc1,-14%,u,37%,4.8,-12%,u,8%,-18
NS(=O)(=O)c1ccc(NC(=O)COC(=O)C2(c3ccccc3F)CCCC2)cc1,1%,-15%,x,-1.6,16%,u,-7%,6
